Screens deposited in PubChem by The Scripps Research Institute Molecular Screening Center.
UHRF1 MBD2 ctr = human UHRF1 methylated DNA binding inhibitors; Q96T88; UHRF1 binding to methylated oligo, TR-FRET; inhibition, % at 4.4 µM; actives 0.75% (n = 370,000); in the data active = inhibition above about 21%;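 note: UHRF1 SRA domain binding a hemimethylated CpG hairpin DNA probe; 0% = median of test compound wells and 100% = reference inhibitor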
SIAE primary = blocks human sialic acid acetylesterase; Q9HAT2; SIAE FP-Rh probe binding, fluorescence polarization; inhibition, % at 9.66 µM; actives 0.69% (n = 370,000);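 active = inhibition above a cutoff: mean of compounds within the control limits plus 3 SD of those, cut at about 17% in these data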;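 note: 0% = plate median of compound wells and 100% = probe without SIAE protein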
DDE Tn6 FP inh = inhibitors of Tn6 peptide binding to human fibrin DD(E); Fibrin DD(E) TRITC-Tn6 fluorescence polarization displacement; inhibition, % at 8.3 µM; actives 0.21% (n = 370,000); AID 720509;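 active = inhibition above a per-campaign cutoff: mean of compounds within control limits plus 3 SD, cut at about 15% in these data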;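 note: 0% = median of all compound wells on the plate and 100% = blocking peptide control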
LEDGF integ inh = blocks HIV-1 LEDGF/p75-dependent DNA integration; actives 0.64% (n = 370,000); AID 743269; TR-FRET IN-LEDGF/p75 DNA integration, Eu/Cy5; inhibition, % at 3.7 µM;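 active = inhibition above the screen-wide mean plus 3 SD, cut at about 13% in these data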;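 note: signal is the Cy5 over europium emission ratio at 671 and 618 nm; 0% = plate median of compound wells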
DDE Tn7 FP inh = inhibitors of Tn7 peptide binding to human fibrin DD(E); AID 720508; FP displacement of FITC-Tn7 peptide from fibrin DD(E); 0% = median of compound wells per plate; actives 0.13% (n = 370,000); P02675; inhibition, % at 8.3 µM;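 active = inhibition above the mean of compounds falling within the control limits plus 3 SD of them, cut at about 14% in these data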;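 note: 0% = plate median of compound wells and 100% = 10 µM Aha-Tn7 peptide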
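Also added: labelled Tn7 tracer, 0.1 µM; Assay system: human fibrin DD(E) protein; Amount: 2 µM fibrin DD(E); Schedule: 10 min compound pre-incubation, 3 h probe incubation at room temperature; Repeats: one replicate per compound; Read-out basis: percent inhibition; Measured by: fluorescence polarization of the labelled Tn7 tracer.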
proKLK7 act = activators of human kallikrein-7 zymogen. P49862. purified proKLK7, EDANS-DABCYL substrate fluorescence; 100% is mature enzyme control, 0% vehicle. activation, % at 7 µM. actives 0.9% (n = 370,000);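 active = activation above the mean of all tested compounds plus 3 SD, computed per campaign excluding outliers beyond control limits, cut at about 13% in these data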
Target sequence (P49862 whole entry, looked up): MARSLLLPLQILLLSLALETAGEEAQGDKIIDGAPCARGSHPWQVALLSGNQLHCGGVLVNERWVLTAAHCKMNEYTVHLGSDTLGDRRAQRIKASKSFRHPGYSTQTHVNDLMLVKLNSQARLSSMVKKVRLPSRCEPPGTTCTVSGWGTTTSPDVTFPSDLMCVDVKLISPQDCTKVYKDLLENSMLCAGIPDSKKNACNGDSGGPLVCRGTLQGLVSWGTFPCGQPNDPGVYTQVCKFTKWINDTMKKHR
TDP2 absorb = blocks human TDP2 phosphodiesterase activity | O95551 | recombinant TDP2, T5PNP hydrolysis, p-nitrophenol absorbance 415 nm | inhibition, % at 12.8 µM | actives 0.34% (n = 370,000);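 active = inhibition above the mean of all tested compounds plus 3 SD, set per campaign, cut at about 25% in these data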;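 note: 0% = DMSO with enzyme and 100% = buffer with substrate but no TDP2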
Target sequence (O95551 whole entry, looked up): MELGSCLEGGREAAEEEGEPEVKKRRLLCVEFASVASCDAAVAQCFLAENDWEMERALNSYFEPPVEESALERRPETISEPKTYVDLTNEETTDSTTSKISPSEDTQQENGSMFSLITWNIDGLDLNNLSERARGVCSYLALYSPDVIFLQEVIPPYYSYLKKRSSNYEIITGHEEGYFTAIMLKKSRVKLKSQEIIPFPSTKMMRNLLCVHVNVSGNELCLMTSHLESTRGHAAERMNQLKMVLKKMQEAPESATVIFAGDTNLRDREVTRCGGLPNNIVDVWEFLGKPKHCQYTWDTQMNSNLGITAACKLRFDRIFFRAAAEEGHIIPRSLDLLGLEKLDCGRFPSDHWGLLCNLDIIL
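Read-out basis: percent inhibition. System: recombinant human TDP2. Buffer or medium: Mg2+-containing Tris-HCl buffer, pH 7.5. Repeats: single replicate. Timing: reaction 2 h, 37 °C. Benchmarks: high control without enzyme, low control DMSO plus TDP2. Probe or stimulus: 5 mM T5PNP. Doses: 12.8 µM only. Measured by: epi absorbance of p-nitrophenol freed from T5PNP by hydrolysis.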
TCR-CD3 inh = blocks the human TCR-CD3 interaction; inhibition, % at 9.4 µM; actives 0.37% (n = 360,000); AID 651800; TAMRA-labeled TCR probe fluorescence, biochemical; in the data active = inhibition above about 19%;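 note: recombinant mutant TCR 2C K166C tagged with TAMRA read by polarization; 0% = receptor in buffer alone and 100% = receptor with positive control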
MBD2 DNA inh = MBD2-methylated oligo binding inhibition | Q9UBB5 | TR-FRET, MBD2 binding to methylated oligonucleotide | inhibition, % at 4.4 µM | actives 0.31% (n = 370,000) | AID 686964; in the data active = inhibition above about 13%
PRMT1 FP inh = inhibitors of human PRMT1 | inhibition, % at 2.79 µM | Q99873 | recombinant PRMT1, activity-based probe fluorescence polarization | actives 1.3% (n = 370,000);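 active = inhibition above about 21% made by adding two undisclosed values, limit read from the data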
Target sequence (Q99873 whole entry, looked up): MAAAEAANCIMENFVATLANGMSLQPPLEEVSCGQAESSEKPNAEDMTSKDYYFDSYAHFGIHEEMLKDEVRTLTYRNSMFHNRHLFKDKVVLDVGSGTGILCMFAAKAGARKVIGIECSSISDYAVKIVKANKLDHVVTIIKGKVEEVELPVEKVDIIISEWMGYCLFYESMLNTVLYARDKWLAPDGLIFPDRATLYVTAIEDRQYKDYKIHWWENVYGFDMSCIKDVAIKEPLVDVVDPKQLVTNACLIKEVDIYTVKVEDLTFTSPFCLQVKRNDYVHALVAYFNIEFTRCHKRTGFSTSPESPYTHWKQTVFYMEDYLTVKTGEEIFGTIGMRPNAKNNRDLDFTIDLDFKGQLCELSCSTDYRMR
Active calls of the source: *.

SMILES	UHRF1 MBD2 ctr	SIAE primary	DDE Tn6 FP inh	LEDGF integ inh	DDE Tn7 FP inh	proKLK7 act	TDP2 absorb	TCR-CD3 inh	MBD2 DNA inh	PRMT1 FP inh
CCOCCCn1c(SCC(=O)Nc2cc(OC)ccc2OC)nc2ccccc2c1=O	-5	-2	3	2	-4	0.1	-9	-1	-5	-5
COCCCNc1nc2nonc2nc1N1CCN(Cc2cccc(C)c2)CC1	-1	0	8	0	2	0.2	11	5	-2	1
CN(C)S(=O)(=O)N1CCN(CC(O)COc2ccc3cc(Br)ccc3c2)CC1 (configuration not stated)	0	-9	-2	-5	5	0.2	3	-2	2	1
COc1ccc(Br)cc1C1CC(=O)C(C)C(c2cc(Br)ccc2OC)N1 (configuration not stated)	0	-1	-1	-2	2	-0.3	2	-3	1	-3
CC(C)(C)C1CCc2c(sc3nc(SCC(=O)O)nc(N)c23)C1 (configuration not stated)	4	-3	-2	-1	2	0.1	-17	-1	3	0
OCCC1CN(C/C=C/c2ccco2)CCN1Cc1ccccc1 (configuration not stated)	0	7	3	3	-9	-0.2	6	-7	8	6
CCC(C)NC(=O)CS(=O)Cc1nc(-c2ccccc2C)oc1C (configuration not stated)	0	4	4	0	0	0.4	-5	-4	-6	6
O=S(=O)(NCCN1CCOCC1)c1ccc(Cl)c(Cl)c1	-1	1	3	4	-4	0.1	-10	0	-5	-1
CC1(C)OC2OC3C(CNCCO)OC(c4ccccc4)OC3C2O1 (configuration not stated)	-1	-4	1	1	-10	-0.3	-1	10	-1	0
CN1C(=O)/C(=C/c2ccccc2OCc2cccc(F)c2)N(C)C1=S	2	-5	-10	-1	1	-0.8	-10	0	-5	-2
CCOC(=O)Cc1csc(NC(=O)CSc2nc(C)cc(=O)[nH]2)n1	13	-4	-9	-2	1	-0.7	-1	-4	-1	64*
CCC(C)N(C(=O)COC(=O)c1ccc(N)c([N+](=O)[O-])c1)C1CCS(=O)(=O)C1 (configuration not stated)	-1	1	7	-2	3	0.6	-6	-2	-8	5
Cc1cc(N2CCOCC2)c2c(N)c(Br)cc(C)c2n1	-1	10	6	1	-5	0.3	5	0	-4	-3
Cc1ccc(S(=O)(=O)N2CCC(C(=O)OCC(=O)NCCc3ccccc3)CC2)cc1C	40*	12	-3	0	7	0.2	7	-2	-6	2
COc1cc2c(cc1OC)CN(C(=S)Nc1cccc(Cl)c1C)CC2	4	0	-2	0	1	6.3	2	1	5	5
CS(=O)(=O)N(CC(=O)N1CCN(Cc2ccccc2)CC1)c1cccc([N+](=O)[O-])c1	3	-1	-6	-1	-1	0.0	-12	1	8	9
N=c1oc2ccc([N+](=O)[O-])cc2cc1C(=O)NCc1ccccc1	0	-3	9	1	1	0.1	1	-9	2	4
Cc1nn(-c2ncc(C(F)(F)F)cc2Cl)c(=O)n1-c1ccc(F)cc1	2	-3	-8	-3	2	-0.1	-20	2	11	5
COCCn1nnnc1C(c1cccs1)N1CCN(c2nc3ccccc3s2)CC1 (configuration not stated)	0	-10	0	3	2	0.2	4	-4	-2	0
Cn1c(=NN=Cc2ccccc2OCCO)sc2ccccc21	-1	-5	-5	-8	4	-2.8	-7	-4	2	2
CCCCCn1nnnc1C1c2ccccc2C(=O)N1Cc1ccco1 (configuration not stated)	1	-3	-1	4	-2	0.6	-3	13	-1	0
O=C(CN1CCCCCC1)NN(Cc1ccccc1)c1ccccc1	0	3	2	1	-3	0.3	15	15	2	1
C[C@H](CO)N1C[C@H](C)[C@@H](CN(C)Cc2ccc(C(=O)O)cc2)Oc2c(NC(=O)Cc3ccccc3)cccc2C1=O	1	-7	-8	-1	-1	-0.8	10	3	6	1
COCCSc1ccccc1C(=O)Nc1cc([N+](=O)[O-])ccc1OC	1	-2	4	1	-7	0.0	-9	3	-4	-7
O=C(NCc1cccs1)c1ccc([N+](=O)[O-])cc1	6	0	-2	-1	-7	-0.4	-19	-8	-6	-4
COc1ccc(/C=C/C(=O)Nc2c(C(=O)O)[nH]c3ccccc23)cc1OC	2	-7	-10	-5	-3	0.6	-10	-9	1	7
Cc1cc(C)n2nc(-c3cnn(C)c3C(F)(F)F)cc2n1	0	4	1	-3	4	-0.8	-11	2	5	6
CC(C)=CCN1CCN(Cc2cc(CC(C)C)n[nH]2)CC1CCO (configuration not stated)	0	0	0	0	-1	0.1	-26	-4	-4	-2
N#CCC(=O)N/N=C/c1cc(Br)ccc1OCc1cccc2ccccc12	-11	-71	3	1	3	-0.8	-2	4	-7	1
O=C(O)c1ccccc1-c1ccccc1C(=O)NCCc1ccccc1	2	-1	0	4	-1	-0.7	6	2	-4	-5
COc1ccc(Br)c(C(=O)OCC(=O)NC2CC2)c1	1	5	-4	2	-2	-0.2	2	-6	-3	-1
COCC(O)Cn1ccnc1N=Nc1ccccc1 (configuration not stated)	-3	1	1	-1	4	-0.5	2	13	-2	2
CCC1CN(C(=O)NCc2ccc(C)cc2)c2ccccc2O1 (configuration not stated)	4	5	-9	-4	-7	0.0	-12	-8	6	-1
Cc1ccccc1OCC(=O)NCC(=O)OCC(=O)c1ccc([N+](=O)[O-])cc1	-1	-3	2	3	-8	-0.8	-1	12	-5	24*
CC(=O)NC(c1ccccc1)c1nc(/C=C/c2ccccc2)cs1 (configuration not stated)	0	-5	3	-1	8	0.1	2	0	0	2
Cc1ccn(CC(=O)N2CCCC(C(=O)c3cccc4ccccc34)C2)n1 (configuration not stated)	-1	-4	1	-5	2	-0.4	5	0	1	2
COc1cccc(/C=N/NC(=O)C(=O)N2CCCCCC2)c1OC	1	7	2	0	3	0.9	6	11	-2	-1
Cc1cccc(OCCn2cnc(Cl)c2Cl)c1	0	-4	7	0	6	0.7	-7	4	2	-4
COc1ccccc1-n1nnnc1SCC(=O)NC1CCCCC1	1	-2	-13	2	-2	0.9	14	5	-6	0
CS(=O)(=O)N(CC(=O)NCc1ccccc1Cl)C1CCCCC1	-5	0	-3	2	-8	-0.1	-5	3	3	-1
CC1CCN(S(=O)(=O)c2ccc3c(c2)c(=O)c(C(=O)N2CCOCC2)cn3C)CC1	-1	5	-7	-2	-3	0.8	11	10	1	-1
COc1ccc(/C=C/C(=O)NC(=S)NNC(=O)c2cccs2)cc1	-7	6	-2	2	3	-0.3	7	16	-3	-5
O=c1c2c3c(sc2n(CCN2CCCC2)c(=O)n1Cc1ccccc1)CCCCC3	0	2	3	5	0	-0.6	-18	0	7	0
COCCCNC(=S)Nc1ccccc1[N+](=O)[O-]	-1	-1	6	-1	1	0.1	7	0	-1	9
CN(C)CCNC(=O)c1cccc(-c2cc(NC=O)c3ncc(-c4cccc(C(F)(F)F)c4)n3c2)c1	2	-5	2	0	4	-0.5	-4	-2	-5	-4
O=C(Cn1ccccc1=O)c1ccc(Cl)cc1	-3	-2	13	2	-6	-0.5	7	3	3	0
Cc1ccc(C(=O)CC(C(=O)O)n2cnc([N+](=O)[O-])n2)cc1 (configuration not stated)	2	1	6	0	-5	0.4	-3	0	-3	16
O=C(Cn1cnc2ccccc2c1=O)c1cccs1	2	-6	-13	2	-5	0.1	6	-2	3	0
CCCCCCCCN1[C@@H](CC(=O)OCC)c2cc(F)ccc2S1(=O)=O	-4	6	0	1	2	-0.3	1	4	-9	-2
O=C(O)CC(c1cccc(C(F)(F)F)c1)N1CCS(=O)(=O)CC1 (configuration not stated)	1	-2	-1	2	-2	-0.7	-1	-3	-1	-1
COc1ccc(C(=O)Nc2nncs2)c(OC)c1	-6	-1	0	5	-3	0.0	2	7	3	-2
Cc1ccc(C)c(Cn2c(=O)n(CCCC(=O)NCc3ccco3)c(=O)c3ccccc32)c1	6	3	3	0	1	0.6	-13	-3	2	102*
Cc1cc(C)c(C(=O)NNC(=O)c2cccnc2)c(C)c1	1	0	-8	2	3	-1.1	7	11	3	-2
Cc1cccc(NC(=O)c2oc(=O)c3ccccc3c2-c2ccccc2)c1C	4	-9	5	3	2	-0.5	7	1	1	2
c1ccc(-c2cc3c(N4CCN(c5ncccn5)CC4)ncnc3s2)cc1	-3	-4	2	-1	4	-1.8	6	-2	-4	-3
COc1ccc(CN2CCC[C@]3(N[C@H](c4ccccc4)[C@@H]4C(=O)N(Cc5ccccc5)C(=O)[C@@H]43)C2=O)cc1	-2	8	1	2	0	0.9	10	-2	2	3

Filtered by structure: those above with a nitro group on carbon.
SMILES	UHRF1 MBD2 ctr	SIAE primary	DDE Tn6 FP inh	LEDGF integ inh	DDE Tn7 FP inh	proKLK7 act	TDP2 absorb	TCR-CD3 inh	MBD2 DNA inh	PRMT1 FP inh
CCC(C)N(C(=O)COC(=O)c1ccc(N)c([N+](=O)[O-])c1)C1CCS(=O)(=O)C1 (configuration not stated)	-1	1	7	-2	3	0.6	-6	-2	-8	5
CS(=O)(=O)N(CC(=O)N1CCN(Cc2ccccc2)CC1)c1cccc([N+](=O)[O-])c1	3	-1	-6	-1	-1	0.0	-12	1	8	9
N=c1oc2ccc([N+](=O)[O-])cc2cc1C(=O)NCc1ccccc1	0	-3	9	1	1	0.1	1	-9	2	4
COCCSc1ccccc1C(=O)Nc1cc([N+](=O)[O-])ccc1OC	1	-2	4	1	-7	0.0	-9	3	-4	-7
O=C(NCc1cccs1)c1ccc([N+](=O)[O-])cc1	6	0	-2	-1	-7	-0.4	-19	-8	-6	-4
Cc1ccccc1OCC(=O)NCC(=O)OCC(=O)c1ccc([N+](=O)[O-])cc1	-1	-3	2	3	-8	-0.8	-1	12	-5	24*
COCCCNC(=S)Nc1ccccc1[N+](=O)[O-]	-1	-1	6	-1	1	0.1	7	0	-1	9
Cc1ccc(C(=O)CC(C(=O)O)n2cnc([N+](=O)[O-])n2)cc1 (configuration not stated)	2	1	6	0	-5	0.4	-3	0	-3	16
